PAFAH1B2 inh: PAFAH1B2 (human) inhibition | P68402 | recombinant PAFAH1B2, FP-rhodamine activity probe, fluorescence polarization | inhibition, % at 3.39 µM | 1.2% of 340,000 active | AID 492953;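 active = inhibition above the mean of all tested compounds plus 3 SD, cut at about 24% in these data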;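 note: 0% = enzyme with DMSO and 100% = wells lacking PAFAH1B2; many of its hits are not listed in these tables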
Target sequence (P68402 whole entry, looked up): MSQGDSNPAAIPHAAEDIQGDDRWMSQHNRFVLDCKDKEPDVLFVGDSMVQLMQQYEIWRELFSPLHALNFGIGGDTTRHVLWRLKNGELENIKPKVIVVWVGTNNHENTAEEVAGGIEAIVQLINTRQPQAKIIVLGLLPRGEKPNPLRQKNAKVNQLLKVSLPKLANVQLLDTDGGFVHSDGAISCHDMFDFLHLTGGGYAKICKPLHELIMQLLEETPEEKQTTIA
pPAFAH FP inh: pPAFAH (human) enzyme inhibition. 1.5% of 330,000 active. recombinant pPAFAH, FP-rhodamine probe fluorescence polarization. inhibition, % at 3.39 µM. Q13093;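 active = inhibition above the mean inhibition across the screen plus 3 SD, cut at about 25% in these data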;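 note: inhibitors block binding of the rhodamine activity-based probe so polarization drops; 0% = enzyme with DMSO and 100% = wells lacking pPAFAH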
PAD4 FP inh: inhibitors of human PAD4; Q9UM07; recombinant PAD4, RCA probe fluorescence polarization; inhibition, % at 6.36 µM; 0.41% of 330,000 active;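 active = percent inhibition above a cutoff equal to the mean of all tested compounds plus 3 SD, cut at about 15% in these data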;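 note: 0% = PAD4 with RCA probe and DMSO and 100% = probe without PAD4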
PAFAH1B3 inh: blocks human PAF acetylhydrolase 1B catalytic subunit 3. recombinant PAFAH1B3, FP-rhodamine probe, fluorescence polarization. inhibition, % at 3.39 µM. 0.28% of 340,000 active. AID 492972;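 active = inhibition above the screen-wide average of all tested compounds plus 3 SD, cut at about 25% in these data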;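 note: 0% = enzyme with DMSO only and 100% = wells lacking PAFAH1B3 protein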
GSTO1 counter: blocks human GSTO1 in RBBP9 counter-screen. P78417. recombinant GSTO1, activity-based probe fluorescence polarization. inhibition, % at 5.96 µM. 1.1% of 300,000 active. AID 1974;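 active = inhibition above the campaign mean inhibition plus 3 SD, cut at about 35% in these data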;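 note: 0% = GSTO1-1 with DMSO and 100% = wells lacking GSTO1-1 enzyme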
LYPLA1 counter: blocks human lysophospholipase 1, a PME1 counter-screen. 0.16% of 320,000 active. O75608. recombinant LYPLA1, FP-Rh probe fluorescence polarization. AID 2174. inhibition, % at 5.9 µM;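 active = inhibition above the mean of all tested compounds plus 3 SD, set per campaign, cut at about 14% in these data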;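 note: inhibitors block serine hydrolase probe labeling of LYPLA1 so polarization falls; 0% = enzyme with DMSO and 100% = wells lacking LYPLA1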
Target sequence (O75608 whole entry, looked up): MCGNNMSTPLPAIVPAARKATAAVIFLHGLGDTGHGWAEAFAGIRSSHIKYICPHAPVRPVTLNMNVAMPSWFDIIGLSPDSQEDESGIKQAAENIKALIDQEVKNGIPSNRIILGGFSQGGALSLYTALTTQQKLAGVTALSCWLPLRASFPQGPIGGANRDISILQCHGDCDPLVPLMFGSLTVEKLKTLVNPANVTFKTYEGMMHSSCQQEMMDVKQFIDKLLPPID
PAFAH2 FP inh: inhibitors of human PAFAH2. Q99487. recombinant PAFAH2, FP-rhodamine activity probe, fluorescence polarization. inhibition, % at 3.39 µM. 0.99% of 340,000 active;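 active = inhibition above the mean over all tested compounds plus 3 SD, cut at about 30% in these data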;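 note: inhibitors block probe labeling of enzyme so polarization drops; 0% = enzyme with DMSO and 100% = wells lacking PAFAH2 protein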
Fam108B counter: blocks mouse Fam108B hydrolase in RBBP9 counter-screen. recombinant Fam108B, FP-Rh probe fluorescence polarization. 0.33% of 300,000 active. inhibition, % at 9.51 µM;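 active = inhibition above the screen mean inhibition plus 3 SD, computed separately per campaign, cut at about 18% in these data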;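 note: inhibitors lower polarization as less probe binds the enzyme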
PME-1 inh: PME-1 (human) inhibition. Q9Y570. recombinant PME-1, FP-Rh probe fluorescence polarization. inhibition, % at 5.9 µM. 0.53% of 320,000 active. AID 2130;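 active = inhibition above the campaign mean of all compounds plus 3 SD, cut at about 26% in these data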;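 note: competitive labeling of PME-1 active site by serine hydrolase directed probe; 0% = PME-1 with DMSO and 100% = wells lacking PME-1 enzyme; inhibitors block probe labeling so polarization falls and inhibition rises; many of its hits are not listed in these tables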
Target sequence (Q9Y570 whole entry, looked up): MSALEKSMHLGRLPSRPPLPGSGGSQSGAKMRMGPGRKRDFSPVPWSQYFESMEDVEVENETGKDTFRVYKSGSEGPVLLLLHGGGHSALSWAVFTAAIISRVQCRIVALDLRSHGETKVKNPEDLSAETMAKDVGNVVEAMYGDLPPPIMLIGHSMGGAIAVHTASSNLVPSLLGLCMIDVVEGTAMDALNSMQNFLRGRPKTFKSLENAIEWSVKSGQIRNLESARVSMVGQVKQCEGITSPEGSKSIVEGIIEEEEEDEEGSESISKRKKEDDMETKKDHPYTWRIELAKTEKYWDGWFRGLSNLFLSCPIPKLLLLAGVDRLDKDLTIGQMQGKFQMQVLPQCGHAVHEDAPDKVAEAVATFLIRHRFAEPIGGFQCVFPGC
* marks the source's active call; other numbers are inactive results; x = not tested or not shown. These rows are one share of the data; count on the stated rates, not on these rows.

molecule,PAFAH2 FP inh,PAFAH1B2 inh,PAD4 FP inh,PME-1 inh,Fam108B counter,PAFAH1B3 inh,pPAFAH FP inh,GSTO1 counter,LYPLA1 counter
c1ccc(C2CNCc3c2ccc2ccccc32)cc1 (centres undefined),-1,3,-2,-4,4,4,3,1,0
CCOC(=O)C1=C(CC)Nc2ccccc2N=C1NC(=O)Nc1ccccc1OC,-7,4,-1,7,-2,-2,2,5,-7
COc1ccc(NC(=O)NC2(C(=O)N3CCCC3)CCCCC2)cc1,11,3,2,-9,-5,4,3,19,1
Cc1ccc(C(=O)N2CCCC(C(=O)c3cc(F)ccc3F)C2)s1 (centres undefined),1,1,2,5,-2,-3,8,-5,0
C/C(CC(=O)NCc1ccco1)=N\NC(=O)C(c1ccccc1)c1ccccc1,5,0,2,0,1,4,-2,6,-3
CCOc1ccc2nc(NC(=O)CN3CCN(c4ccccn4)CC3)sc2c1,x,x,4,0,0,x,13,-4,-2
CCn1cnc2c1c(=O)n(CC(=O)NN)c(=O)n2Cc1ccccc1,-4,-2,-1,3,-1,4,-7,4,2
O=C(CSc1nc2scc(-c3ccccc3)c2c(=O)[nH]1)N1CCCCC1,2,10,-5,-6,-8,12,4,-42,-3

molecule,PAFAH2 FP inh,PAFAH1B2 inh,PAD4 FP inh,PME-1 inh,Fam108B counter,PAFAH1B3 inh,pPAFAH FP inh,GSTO1 counter,LYPLA1 counter
COc1ccc(/C=N/OC(=O)Nc2ccccc2)cc1[N+](=O)[O-],1,2,-7,0,3,6,0,10,-3
NC(=O)CC(NC(=O)c1ccccc1)c1ccc(N2CCCCCCC2)c([N+](=O)[O-])c1 (centres undefined),9,10,2,-1,1,7,5,2,-1
COc1ccc2c(c1)c(CC(=O)Nc1ccc(C)cc1)c(C)n2C(=O)c1ccc(Cl)cc1,-5,1,-4,-9,-8,-7,-11,-5,-3
N#CCCn1cc(C(=O)Nc2ccc(C(=O)O)cc2)c(-c2cccc(Br)c2)n1,-3,-3,-5,-2,-2,5,-2,4,2
CCOC(=O)CCN(Cc1sccc1C)S(=O)(=O)c1ccc(F)cc1,9,-2,-1,6,-6,12,5,4,2
Cc1c(C(=O)NCCSCc2ccc(F)cc2)cnn1-c1ccc(Cl)cc1,x,x,1,-6,-4,x,-1,-2,-4
CSc1nc(N2CCCC2)c2c(c1C#N)CC(C)(C)OC2,8,3,-1,-4,2,11,3,-4,3
COc1cccc(NC(=O)CN(C)C(=O)c2cc3ccccc3cc2OC)c1,4,-1,-3,3,x,-1,1,x,-1

molecule,PAFAH2 FP inh,PAFAH1B2 inh,PAD4 FP inh,PME-1 inh,Fam108B counter,PAFAH1B3 inh,pPAFAH FP inh,GSTO1 counter,LYPLA1 counter
CCCn1c(=N)c(C(=O)NCC2CCCO2)cc2c(=O)n3cccc(C)c3nc21 (centres undefined),-1,-2,-1,-6,-3,-6,-6,2,-1
O=C(O)C1=C[C@H](c2ccc(F)cc2)C[C@H](OCCCCO)O1,-1,-2,-1,4,-2,-7,2,7,-2
COc1ccccc1/C=C/C(=O)N1CCOCC1,1,3,2,1,0,7,2,11,2
O=C(Nc1cccc(C(F)(F)F)c1)C1CCCO1 (centres undefined),10,1,-5,5,2,5,-4,-6,4
Cc1nn(C(=O)CCC(=O)NCc2ccc(OC(C)C)cc2)c2ccccc12,6,-4,4,1,0,8,2,4,0
CC(O)C(=O)N/N=C/c1cccc(Cl)c1Cl (centres undefined),-4,-5,-3,4,-1,4,3,-3,3
CC1(C)COC(c2cccn2Cc2ccc(F)cc2Cl)=N1,-9,-5,-1,-3,1,-6,-4,4,-3
CCN1CCN(Cc2nc3c(c(=O)n(C)c(=O)n3C)n2CC(=O)c2ccccc2)CC1,-5,1,2,5,-2,1,-1,1,0

2 entries from above, field by field.
SMILES: O=C(Nc1cccc(C(F)(F)F)c1)C1CCCO1 (centres undefined)
  PAFAH2 FP inh: 10 | PAFAH1B2 inh: 1 | PAD4 FP inh: -5 | PME-1 inh: 5 | Fam108B counter: 2 | PAFAH1B3 inh: 5 | pPAFAH FP inh: -4 | GSTO1 counter: -6 | LYPLA1 counter: 4

SMILES: Cc1nn(C(=O)CCC(=O)NCc2ccc(OC(C)C)cc2)c2ccccc12
  PAFAH2 FP inh: 6 | PAFAH1B2 inh: -4 | PAD4 FP inh: 4 | PME-1 inh: 1 | Fam108B counter: 0 | PAFAH1B3 inh: 8 | pPAFAH FP inh: 2 | GSTO1 counter: 4 | LYPLA1 counter: 0

More structures.
molecule,PAFAH2 FP inh,PAFAH1B2 inh,PAD4 FP inh,PME-1 inh,Fam108B counter,PAFAH1B3 inh,pPAFAH FP inh,GSTO1 counter,LYPLA1 counter
CCCSc1nnc(NC(=O)CCc2ccccc2)s1,-4,0,1,-1,3,4,4,2,1
O=C(c1cccc(S(=O)(=O)N2CCOCC2)c1)N1CCCC(C(F)(F)F)C1 (centres undefined),2,3,-2,-1,0,11,-1,1,-4
O=C(O)/C=C/S(=O)(=O)c1ccc2ccccc2c1,-2,5,-5,-3,1,-2,5,5,5
CN(C)c1ccc(Sc2nnc(NC(=O)Nc3ccc(Cl)cc3Cl)s2)cc1,1,3,-1,-3,-4,-1,5,-8,-1
COc1ccc(S(=O)(=O)N(C)CC(=O)N2CCN(c3ccc(F)cc3)CC2)cc1OC,-4,1,-3,3,-2,7,4,-1,22*
Cc1ccc(N(CC(=O)NC2CCCC2)C(=O)CCC(=O)Nc2nc(C)cs2)cc1,-1,1,2,0,0,3,4,-3,1
CCOCCN(C=O)c1cccc(OC)c1,-5,3,0,7,2,7,5,5,-4
CCCSc1ccc([C@@H]2[C@H]3C(=O)N(C)C(=O)[C@H]3[C@]3(C(=O)OC)CCCN23)cc1OC,1,3,4,x,x,1,0,x,x

molecule,PAFAH2 FP inh,PAFAH1B2 inh,PAD4 FP inh,PME-1 inh,Fam108B counter,PAFAH1B3 inh,pPAFAH FP inh,GSTO1 counter,LYPLA1 counter
CC1=C(C(=O)N2CCOCC2)C(c2cccs2)NC(=O)N1 (centres undefined),5,9,-3,-10,0,1,1,-6,4
COc1ccc(CCNC(=O)CSc2ccccc2)cc1OC,2,2,1,1,3,8,0,0,-3
O=C(CSc1nncs1)Nc1ccc(S(=O)(=O)N2CCCC2)cc1,-1,2,-1,5,3,1,0,13,3
Cc1ccccc1NC(=O)NC1(C(=O)N2CCC(C(N)=O)CC2)CCCCC1,-6,4,-5,2,2,-3,1,3,2
Cc1cc(C)nc(NC(=O)C2c3ccccc3Oc3ccccc32)n1,x,x,8,-5,-3,x,-4,13,-3
Cc1ccc(NC(=S)N/N=C2\CC3CC=CC23)c(C)c1 (centres undefined),10,0,0,1,-1,1,12,-1,0
CC(C)(C)NC(=O)Cn1nnc(-c2ccc(S(C)(=O)=O)cc2)n1,3,1,0,-8,-2,5,-1,2,1
CCN1C(=O)N(C)C(N(O)C(=O)NC)C1(C)C (centres undefined),56*,3,-1,-1,2,7,-1,-3,-2

A portion from the list above, for reference:
molecule,PAFAH2 FP inh,PAFAH1B2 inh,PAD4 FP inh,PME-1 inh,Fam108B counter,PAFAH1B3 inh,pPAFAH FP inh,GSTO1 counter,LYPLA1 counter
CC1=C(C(=O)N2CCOCC2)C(c2cccs2)NC(=O)N1 (centres undefined),5,9,-3,-10,0,1,1,-6,4
COc1ccc(CCNC(=O)CSc2ccccc2)cc1OC,2,2,1,1,3,8,0,0,-3
O=C(CSc1nncs1)Nc1ccc(S(=O)(=O)N2CCCC2)cc1,-1,2,-1,5,3,1,0,13,3

Entries of single compounds as entered above. Screens in order: PAFAH2 FP inh, PAFAH1B2 inh, PAD4 FP inh, PME-1 inh, Fam108B counter, PAFAH1B3 inh, pPAFAH FP inh, GSTO1 counter, LYPLA1 counter
COc1ccc(CCNC(=O)CSc2ccccc2)cc1OC across the screens: 2, 2, 1, 1, 3, 8, 0, 0, -3
CCOCCN(C=O)c1cccc(OC)c1 across the screens: -5, 3, 0, 7, 2, 7, 5, 5, -4

(continued)
molecule,PAFAH2 FP inh,PAFAH1B2 inh,PAD4 FP inh,PME-1 inh,Fam108B counter,PAFAH1B3 inh,pPAFAH FP inh,GSTO1 counter,LYPLA1 counter
CN(C)S(=O)(=O)c1cc(NC(=O)CN2CCN(c3ccccc3F)CC2)ccc1Cl,-10,-6,0,12,0,1,9,8,-4
O=C1NC(=S)S/C1=C\c1ccc(SCc2ccco2)o1,16,20,-29,-74,2,5,69*,-128,-24
CCN(CC)CCOC(=O)c1cc(Cl)c(N)cc1OC,-7,-4,-7,0,-9,-2,-6,0,-1
Cc1ccn2cc(C(=O)NCc3ccco3)nc2c1,5,4,-7,-1,1,8,4,9,0
COCCN(Cc1cc2ccc(C)cc2[nH]c1=O)S(=O)(=O)c1ccccc1,-4,5,1,-5,4,6,-1,4,-1
O=C(O)c1ccccc1C(=O)NCc1c(Cl)cccc1Sc1ccc(Cl)cc1,5,6,-2,1,-1,-1,3,4,3
Cc1cccc(-c2n[nH]c(=S)n2-c2ccccc2)c1[N+](=O)[O-],4,7,2,4,-4,6,-4,8,1
CCOC(=O)c1c(C)nc2sc3c(=O)n(-c4ccc(C(C)=O)cc4)cnc3c2c1-c1ccc(Cl)cc1,-3,8,0,2,-4,7,-2,1,-3

molecule,PAFAH2 FP inh,PAFAH1B2 inh,PAD4 FP inh,PME-1 inh,Fam108B counter,PAFAH1B3 inh,pPAFAH FP inh,GSTO1 counter,LYPLA1 counter
COCCCn1c(SCC(=O)NC2CCCCC2)nnc1-c1ccncc1,3,0,3,11,-5,10,-5,-2,-1
O=C1CCCCC/C1=N/Nc1ccc(OCc2ccccc2)cc1,9,2,-1,9,5,-2,7,-1,2
CN1C(=O)c2ccccc2C(C(=O)O)C1c1cccc(F)c1 (centres undefined),0,10,2,-3,1,9,-2,6,-2
Cn1nc(OCc2ccccc2)ccc1=O,4,6,-2,-3,3,6,1,2,0
CCOc1ccc(NC(=O)NC2CCS(=O)(=O)C2)cc1 (centres undefined),-7,-3,2,-1,-1,1,-4,1,3

2 compounds from above, limited to pPAFAH FP inh, GSTO1 counter and LYPLA1 counter.
structure	pPAFAH FP inh	GSTO1 counter	LYPLA1 counter
CCOc1ccc(NC(=O)NC2CCS(=O)(=O)C2)cc1 (centres undefined)	-4	1	3
O=C1CCCCC/C1=N/Nc1ccc(OCc2ccccc2)cc1	7	-1	2

Screens from PubChem.
